# Screens deposited in PubChem by The Scripps Research Institute Molecular Screening Center.
# PAFAH2 inh – PAFAH2 (human) inhibition | recombinant PAFAH2, FP-rhodamine activity probe, fluorescence polarization | 0.99% of 340,000 active | inhibition, % at 3.39 µM;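 active = inhibition above the mean over all tested compounds plus 3 SD, cut at about 30% in these data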;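 also: inhibitors block probe labeling of enzyme so polarization drops; 0% = enzyme with DMSO and 100% = wells lacking PAFAH2 protein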
# GSTO1 counter – blocks human GSTO1 in RBBP9 counter-screen; P78417; recombinant GSTO1, activity-based probe fluorescence polarization; inhibition, % at 5.96 µM; 1.1% of 300,000 active; AID 1974;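 active = inhibition above the campaign mean inhibition plus 3 SD, cut at about 35% in these data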;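 also: 0% = GSTO1-1 with DMSO and 100% = wells lacking GSTO1-1 enzyme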
# Target sequence (P78417 whole entry, looked up): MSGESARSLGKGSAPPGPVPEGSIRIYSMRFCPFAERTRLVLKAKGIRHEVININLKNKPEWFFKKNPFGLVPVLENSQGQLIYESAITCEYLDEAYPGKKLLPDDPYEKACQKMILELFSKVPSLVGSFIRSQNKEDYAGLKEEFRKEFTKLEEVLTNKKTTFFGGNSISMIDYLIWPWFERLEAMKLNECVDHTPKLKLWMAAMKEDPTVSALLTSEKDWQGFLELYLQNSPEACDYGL
# PAD4 inh – blocks human protein arginine deiminase 4. Q9UM07. recombinant PAD4, RCA probe fluorescence polarization. inhibition, % at 6.36 µM. 0.41% of 330,000 active;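 active = percent inhibition above a cutoff equal to the mean of all tested compounds plus 3 SD, cut at about 15% in these data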;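 also: 0% = PAD4 with RCA probe and DMSO and 100% = probe without PAD4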
# PAFAH1B2 FP inh – PAFAH1B2 (human) inhibition. AID 492953. inhibition, % at 3.39 µM. recombinant PAFAH1B2, FP-rhodamine activity probe, fluorescence polarization. 1.2% of 340,000 active. P68402;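 active = inhibition above the mean of all tested compounds plus 3 SD, cut at about 24% in these data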;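 also: 0% = enzyme with DMSO and 100% = wells lacking PAFAH1B2; many of its hits are not listed in these tables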
# LYPLA2 inh – counter-screen for PME1 inhibitors: inhibitors of human LYPLA2 | O95372 | recombinant LYPLA2, FP-Rh probe fluorescence polarization | 0.38% of 320,000 active | inhibition, % at 5.9 µM;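 active = inhibition above the screen-wide mean plus 3 SD, limit set per campaign, cut at about 26% in these data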;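 also: 0% = LYPLA2 with DMSO and 100% = wells lacking LYPLA2 enzyme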
# PREPL inh – inhibits the human prolyl oligopeptidase-like enzyme | Q4J6C6 | recombinant PREPL, fluorescence polarization activity-based probe | inhibition, % at 5.96 µM | 0.68% of 320,000 active; in the data active = inhibition above about 43%;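 also: 0% = enzyme with DMSO and 100% = wells lacking enzyme; many of its hits are not listed in these tables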
# pPAFAH inh – pPAFAH (human) enzyme inhibition. AID 463082. inhibition, % at 3.39 µM. recombinant pPAFAH, FP-rhodamine probe fluorescence polarization. Q13093. 1.5% of 330,000 active;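 active = inhibition above the mean inhibition across the screen plus 3 SD, cut at about 25% in these data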;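 also: inhibitors block binding of the rhodamine activity-based probe so polarization drops; 0% = enzyme with DMSO and 100% = wells lacking pPAFAH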
# Target sequence (Q13093 whole entry, looked up): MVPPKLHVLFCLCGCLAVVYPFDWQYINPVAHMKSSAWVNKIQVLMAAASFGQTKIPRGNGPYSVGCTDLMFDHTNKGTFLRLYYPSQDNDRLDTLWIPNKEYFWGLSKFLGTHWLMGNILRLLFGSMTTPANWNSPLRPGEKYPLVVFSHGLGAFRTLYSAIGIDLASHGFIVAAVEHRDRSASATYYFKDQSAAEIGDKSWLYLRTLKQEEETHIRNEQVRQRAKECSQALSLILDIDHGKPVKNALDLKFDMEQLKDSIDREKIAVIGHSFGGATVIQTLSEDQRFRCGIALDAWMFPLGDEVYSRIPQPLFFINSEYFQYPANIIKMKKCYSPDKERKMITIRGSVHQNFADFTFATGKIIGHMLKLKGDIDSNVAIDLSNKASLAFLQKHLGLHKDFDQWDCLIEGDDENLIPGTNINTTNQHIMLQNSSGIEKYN
# PAFAH1B3 FP inh – PAFAH1B3 (human) inhibition; Q15102; recombinant PAFAH1B3, FP-rhodamine probe, fluorescence polarization; inhibition, % at 3.39 µM; 0.28% of 340,000 active; AID 492972;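 active = inhibition above the screen-wide average of all tested compounds plus 3 SD, cut at about 25% in these data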;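 also: 0% = enzyme with DMSO only and 100% = wells lacking PAFAH1B3 protein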
# Target sequence (Q15102 whole entry, looked up): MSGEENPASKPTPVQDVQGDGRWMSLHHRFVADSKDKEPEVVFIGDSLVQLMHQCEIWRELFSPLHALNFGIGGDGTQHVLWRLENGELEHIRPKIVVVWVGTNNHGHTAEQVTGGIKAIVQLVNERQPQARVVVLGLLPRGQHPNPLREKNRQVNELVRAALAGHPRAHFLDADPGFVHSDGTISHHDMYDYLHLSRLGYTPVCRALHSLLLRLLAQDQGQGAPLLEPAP
# LYPLA1 counter – LYPLA1 (human) inhibition in PME1 counter-screen. O75608. recombinant LYPLA1, FP-Rh probe fluorescence polarization. inhibition, % at 5.9 µM. 0.16% of 320,000 active. AID 2174;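 active = inhibition above the mean of all tested compounds plus 3 SD, set per campaign, cut at about 14% in these data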;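 also: inhibitors block serine hydrolase probe labeling of LYPLA1 so polarization falls; 0% = enzyme with DMSO and 100% = wells lacking LYPLA1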
# An asterisk follows results filed as active; nt = not tested or not shown. Some of the compounds tested; the hit share may differ from the screen's.
SMILES,PAFAH2 inh,GSTO1 counter,PAD4 inh,PAFAH1B2 FP inh,LYPLA2 inh,PREPL inh,pPAFAH inh,PAFAH1B3 FP inh,LYPLA1 counter
COCCn1nnnc1C(c1cccc(C(F)(F)F)c1)N1CCN(Cc2ccccc2)CC1 (centres undefined),0,-1,-5,3,-1,39,3,2,-3
Cc1ccc(NC(=O)C2=C(C(=O)O)CCCC2)cc1Br,4,0,3,-1,0,8,-3,5,3
Cn1c(=O)c(C(=O)CN2CCCc3ccccc32)c(N)n(Cc2ccccc2)c1=O,0,3,-5,-1,7,15,9,1,2
O=C(O)c1ccc(N2C(=O)CC(N3C(=O)/C(=C/c4ccc(Cl)cc4)SC3=S)C2=O)cc1 (centres undefined),-7,0,-6,3,10,10,-2,13,-1
Cc1ccc(S(=O)(=O)N(C)c2ccc(C(=O)Nc3c(C)n(C)n(-c4ccccc4)c3=O)cc2)cc1,8,13,-5,11,4,1,3,-1,1
O=C(Nc1cccc(C(F)(F)F)c1)c1cccnc1N1CCN(c2ccccc2)CC1,4,7,-3,3,0,20,5,0,-1
CCc1cccc(NC(=O)Cn2cc3c(n2)CCCC3)c1,3,3,9,4,0,-4,1,5,5
Cc1ccnc(NC(=O)c2ccc3c(c2)OCO3)c1,4,2,3,2,4,-3,0,7,5
O=C(NCCOC(=O)c1ccc(Cl)c(S(=O)(=O)N2CCCCC2)c1)c1ccncc1,6,6,2,1,-1,-5,1,12,-2
O=c1cc(CN2CCc3ccccc32)c2ccc(O)cc2o1,0,14,-3,2,7,23,9,10,-6
COc1cccc(NC(=O)CN(C)C(=O)c2ccc3c(c2)C(=O)N(CCC(C)C)C3=O)c1,-2,nt,-2,1,6,5,7,7,-2
O=C(NC1CCCCCC1)C1c2ccccc2C(=O)N1Cc1cccs1 (centres undefined),0,-1,2,5,6,6,9,2,2
CC1Cc2ccccc2N1C(=O)CN(C)S(=O)(=O)c1cccc2cccnc12 (centres undefined),1,-3,-6,2,-6,-2,-9,7,-2
COC(=O)Cc1ccc(NC(=O)c2ccc(Br)o2)cc1,3,22,3,2,3,22,3,6,-1
C=CCNC(=S)Nc1ccc(F)cc1F,4,6,0,2,-2,7,-9,12,-2
Cc1ccc(C)c(S(=O)(=O)Nc2ccc(C(=O)N3CCCCC3)cc2)c1,-2,-4,-3,-5,-3,8,2,5,-1
C=CCN(C(C)=O)C1CC(=O)N(c2ccc(OCCC)cc2)C1=O (centres undefined),-5,0,-3,4,-2,8,-8,4,-5
CC(C)Oc1ccc(C(=O)NCC(=O)OCC(=O)N(C)Cc2cccs2)cc1,-2,3,-7,2,4,-6,4,4,2
CCOc1ccccc1NC(=O)CSc1nncc2ccccc12,12,1,5,5,-5,6,0,9,-1
Cc1ccc(NC(=O)CN(C)S(=O)(=O)c2ccc3[nH]c(=O)oc3c2)c(C)c1,2,1,2,8,-7,4,5,-1,3
O=C1CCCc2c1nc(-c1ccc([N+](=O)[O-])cc1)n2O,5,-2,-4,10,-4,2,4,-1,-2
COc1ccc(C(=O)O/N=C/c2ccc(S(=O)(=O)c3ccc(Cl)cc3)nc2)cc1,7,-1,-4,7,1,39,-1,8,-1
O=C(Nc1c(Cl)cc(Cl)cc1-c1nc2ccccc2s1)c1ccc(Br)o1,-4,0,-1,-4,-15,-8,-6,0,-8
Cc1ccccc1/C=N/NC(=O)c1ccc(-n2cnnn2)cc1,2,nt,-4,3,-3,-4,1,4,0
O=C(CCC(=O)N1CCN(c2ccccc2F)CC1)N1CCN(c2ccc(F)cc2)CC1,-2,0,-4,7,3,31,0,13,-5

# Part of the list above in order of count of non-hydrogen atoms, low to high.
SMILES,PAFAH2 inh,GSTO1 counter,PAD4 inh,PAFAH1B2 FP inh,LYPLA2 inh,PREPL inh,pPAFAH inh,PAFAH1B3 FP inh,LYPLA1 counter
Cc1ccnc(NC(=O)c2ccc3c(c2)OCO3)c1,4,2,3,2,4,-3,0,7,5
CC1Cc2ccccc2N1C(=O)CN(C)S(=O)(=O)c1cccc2cccnc12 (centres undefined),1,-3,-6,2,-6,-2,-9,7,-2
Cc1ccc(S(=O)(=O)N(C)c2ccc(C(=O)Nc3c(C)n(C)n(-c4ccccc4)c3=O)cc2)cc1,8,13,-5,11,4,1,3,-1,1

# New compounds follow
SMILES,PAFAH2 inh,GSTO1 counter,PAD4 inh,PAFAH1B2 FP inh,LYPLA2 inh,PREPL inh,pPAFAH inh,PAFAH1B3 FP inh,LYPLA1 counter
CC(C)[C@@H]1C=C(C(=O)O)O[C@H](OCCCCO)C1,3,3,-7,15,6,5,0,0,3
COc1ccc(OC)c(CN2CCN(S(=O)(=O)c3ccc(NC(C)=O)cc3)CC2)c1,0,-10,-4,9,3,17,1,-3,3
O=C(N/N=C/c1cc2c(cc1Cl)OCO2)c1cc(-c2ccccc2)n[nH]1,-54,-11,-6,-10,-94,-10,-11,3,-52
N#C/C(=C\c1coc2ccc(O)cc2c1=O)C(=O)Nc1nc2ccccc2s1,29,-51,-27,8,-11,17,33*,3,-16
O=C(O)CC(c1ccccc1F)N1Cc2ccccc2C1=O (centres undefined),3,5,-6,3,-3,2,1,3,3
Cc1cnc(C(=O)N2CCCC(C(=O)c3ccc(C(C)(C)C)cc3)C2)cn1 (centres undefined),5,0,2,7,8,14,7,7,2
CCOC(=O)N1CCN(Cc2nc3cc(NC(C)=O)ccc3n2CC)CC1,-4,9,0,5,2,5,-1,7,2
COc1ccc(CCNC(=O)CSc2ncn[nH]2)cc1,-5,-2,2,2,3,18,3,5,1
CC(C)n1cnc2cc(NCc3nc4ccccc4n3C)ccc21,4,6,2,-2,6,8,4,6,2
NC(=O)C1CCN(C(=O)c2cc3ccccc3cc2O)CC1,8,12,3,0,6,8,6,-1,1
COc1ccc(N(CC(=O)Nc2ccc(C)cc2C)S(=O)(=O)c2c(C)n[nH]c2C)cc1,-6,-3,-4,-1,0,13,3,2,0
COc1cc(OC)cc(C(=O)NCCNC(=O)c2ccccn2)c1,-9,3,-5,-4,-6,-6,-1,5,-1
Cc1ccc(S(=O)(=O)C/N=C(/NC(=S)N(c2ccccc2)c2ccccc2)c2ccccc2)cc1,4,5,5,2,1,4,4,5,1
CCn1c(C)[n+](CCOC(C)=O)c2cc(Cl)c(Cl)cc21,-3,5,0,1,0,0,0,4,0
O=C(NCc1ccccn1)Nc1cc(Cl)cc(Cl)c1,0,-9,-4,-5,-4,-37,-2,0,-8
CCOC(=O)C(NC(=O)c1ccccc1)=C1C=C(C)OC(C)=C1,8,9,-6,-3,4,-4,3,12,-5
COC(=O)c1cc(C#N)c(NCc2ccccc2)nc1C,6,-4,-1,1,17,-11,2,-2,4
COC(=O)c1ccc(NC(=O)CCc2c(C)nc3ncnn3c2C)cc1,-3,4,1,0,2,1,1,3,-1
CN(C)S(=O)(=O)c1cccc(N2C(=O)CC3(CCCCC3)CC2=O)c1,-4,-10,6,8,-4,-6,2,-4,-3
Cc1cc(C)cc(-n2nnnc2SCC(=O)Nc2nc(-c3ccc(F)cc3)cs2)c1,6,6,1,-1,4,2,3,9,-3
Cc1onc(-c2c(Cl)cccc2Cl)c1C(=O)O/N=C(\C#N)c1c(Cl)cccc1Cl,0,2,3,0,3,13,3,-2,0
CCCN(CCC)c1cc(Cl)nc(N)n1,0,4,-4,3,0,4,2,3,1
CCCCCCn1cc(C(=O)O)c(=O)c2cc(F)c(N3CCN(C)CC3)cc21,4,0,0,1,-3,1,0,8,-4
CCOC(=O)c1ccc(Oc2c(C)oc3c(CN4CCN(C)CC4)c(O)ccc3c2=O)cc1,6,-5,3,8,13,-11,3,-1,17*
C[C@H]1O[C@H](O[C@H]2[C@H](O)[C@@H](O)[C@@H](O[C@H]3[C@H](O)[C@@H](O)C(O)O[C@@H]3CO)O[C@@H]2CO)[C@H](O)[C@@H](O)[C@@H]1N[C@H]1C=C(CO)[C@@H](O)[C@H](O)[C@H]1O (some centres undefined),nt,1,-1,nt,0,0,-5,nt,0

# An excerpt of these results, bar-delimited:
SMILES | PAFAH2 inh | GSTO1 counter | PAD4 inh | PAFAH1B2 FP inh | LYPLA2 inh | PREPL inh | pPAFAH inh | PAFAH1B3 FP inh | LYPLA1 counter
O=C(O)CC(c1ccccc1F)N1Cc2ccccc2C1=O (centres undefined) | 3 | 5 | -6 | 3 | -3 | 2 | 1 | 3 | 3
Cc1cnc(C(=O)N2CCCC(C(=O)c3ccc(C(C)(C)C)cc3)C2)cn1 (centres undefined) | 5 | 0 | 2 | 7 | 8 | 14 | 7 | 7 | 2

# Returning to the listing with the 3 entries that preceded the break.
SMILES,PAFAH2 inh,GSTO1 counter,PAD4 inh,PAFAH1B2 FP inh,LYPLA2 inh,PREPL inh,pPAFAH inh,PAFAH1B3 FP inh,LYPLA1 counter
CCCCCCn1cc(C(=O)O)c(=O)c2cc(F)c(N3CCN(C)CC3)cc21,4,0,0,1,-3,1,0,8,-4
CCOC(=O)c1ccc(Oc2c(C)oc3c(CN4CCN(C)CC4)c(O)ccc3c2=O)cc1,6,-5,3,8,13,-11,3,-1,17*
C[C@H]1O[C@H](O[C@H]2[C@H](O)[C@@H](O)[C@@H](O[C@H]3[C@H](O)[C@@H](O)C(O)O[C@@H]3CO)O[C@@H]2CO)[C@H](O)[C@@H](O)[C@@H]1N[C@H]1C=C(CO)[C@@H](O)[C@H](O)[C@H]1O (some centres undefined),nt,1,-1,nt,0,0,-5,nt,0
NC(=O)c1c(NC(NC(=O)c2ccco2)(C(F)(F)F)C(F)(F)F)sc2c1CCCC2,7,6,0,6,1,4,9,8,1
CC(NC(=O)C(=O)NCCN1CCN(C(=O)c2ccccc2Br)CC1)c1ccccc1 (centres undefined),-2,-3,0,2,0,17,4,10,-2
COc1ccc(N(CC(=O)NCc2cccc(OC)c2)S(=O)(=O)c2c(C)noc2C)cc1,1,7,1,6,-9,-25,1,8,-3
Cc1ccc(/C=N/N2CCN(Cc3cccc4ccccc34)CC2)s1,-6,-10,4,-1,0,30,0,3,-4
Cc1ccccc1-c1cc(-c2ccccc2O)n[nH]1,-7,-4,2,4,-15,-34,4,1,-9
O=C(O)c1cccc(S(=O)(=O)Nc2ccc3[nH]c(=O)[nH]c3c2)c1,-1,-37,-10,4,3,15,6,8,1
CCNc1nc(NC(C)CC)nc(Oc2ccc(=O)[nH]n2)n1 (centres undefined),-6,10,0,5,3,11,1,-2,0
COc1ccnc(Nc2ccc(C)c(C)c2)c1C#N,-2,4,-2,0,-1,10,-3,17,2
CCC(=O)c1ccc(OCC(=O)Nc2ccc(S(=O)(=O)Nc3cc(C)nc(C)n3)cc2)cc1,10,nt,-4,2,nt,4,2,19,nt
O=C(/C=C/c1ccccc1)N1CCN(c2c(Cl)cccc2[N+](=O)[O-])CC1,1,1,3,3,3,3,9,6,2
CC(=O)Nc1cccc(C(=O)OCC(=O)NNC(=O)c2ccc([N+](=O)[O-])cc2)c1,11,-13,-1,3,7,1,-2,-4,1
